# PABP1 MLLE inh = inhibitors of PABP1 MLLE–PAM2 peptide binding, primary screen, biochemical, fluorescence polarization, FITC-PAM2, GST-MLLE | Polyadenylate-binding protein 1 (Homo sapiens), P11940 | inhibition, % at 20 µM | hit rate 0.36% among 360,000 | AID 588489, 2011; in the data active = inhibition above about 35%, passing the limit was not always enough;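 note: plate controls were DMSO wells with GST-MLLE for no effect and wells lacking GST-MLLE protein for full effect; some results filed as inactive read as strong as hits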
# CSN inh = inhibitors of CSN-mediated cullin deneddylation, primary screen, biochemical, fluorescence polarization, uHTS. Purified CSN, SCF-Nedd8-OG deneddylation. inhibition, % at 12.5 µM. hit rate 0.38% among 360,000. AID 651999, 2013;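 active = pattern-corrected inhibition above about 35%, with an unprinted fluorescence ratio check between 0.5 and 1.5, limit read from the data, passing the limit was not always enough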;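 note: 0% = enzyme with substrate and 100% = substrate without enzyme; some results filed as inactive read as strong as hits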
# Target sequence (Q92905 whole entry, looked up, one chain of several): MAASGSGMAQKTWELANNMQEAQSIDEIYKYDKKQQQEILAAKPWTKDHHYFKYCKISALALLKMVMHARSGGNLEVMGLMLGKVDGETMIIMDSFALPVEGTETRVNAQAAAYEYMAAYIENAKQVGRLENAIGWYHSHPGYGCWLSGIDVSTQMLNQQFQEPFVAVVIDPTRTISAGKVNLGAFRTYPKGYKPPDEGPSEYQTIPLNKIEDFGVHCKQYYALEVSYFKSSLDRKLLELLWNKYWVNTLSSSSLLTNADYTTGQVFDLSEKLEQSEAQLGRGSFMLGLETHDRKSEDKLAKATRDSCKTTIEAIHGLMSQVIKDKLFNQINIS
#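 Schedule: reaction 90 min, room temperature / Assay system: HEK293T-derived human Csn5 enzyme / Input: Csn5 at 0.24 nM final / Measure: inhibition of Csn5 cleavage, % / Control set: substrate-only high control, full reaction low control / Technique: fluorescence polarization of the substrate / Buffer or medium: Tris/NaCl/DTT buffer, pH 7.5 / Reagent: SCFSkp2-Nedd8OG substrate at 10 nM final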
# Rpn11 block = Rpn11 (PSMD14) deubiquitinase inhibitors, primary screen, biochemical, fluorescence polarization, uHTS; 26S proteasome non-ATPase regulatory subunit 14 (Homo sapiens), O00487; human 26S proteasome, Ub4-pepOG fluorescence polarization; 20S core pre-blocked with epoxomicin; hit rate 0.59% among 360,000; calls only at 20 µM; AID 588493, 2011;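 active = inhibition at 20 µM, scaled to each plate's controls, above about 33%, limit read from the data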
# Target sequence (O00487 whole entry, looked up): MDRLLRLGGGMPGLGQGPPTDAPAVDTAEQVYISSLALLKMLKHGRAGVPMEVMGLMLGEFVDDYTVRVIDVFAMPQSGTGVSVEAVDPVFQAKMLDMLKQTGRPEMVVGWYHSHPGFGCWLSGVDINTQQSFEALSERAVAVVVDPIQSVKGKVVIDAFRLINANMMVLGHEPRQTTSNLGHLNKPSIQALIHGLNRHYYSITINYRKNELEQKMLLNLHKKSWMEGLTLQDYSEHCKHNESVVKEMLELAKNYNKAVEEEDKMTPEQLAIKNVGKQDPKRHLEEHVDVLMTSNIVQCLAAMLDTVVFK
# DNMT1 block = human DNMT1 methyltransferase inhibitors, primary screen, biochemical, molecular beacon, fluorescence, HinP1I cleavage, uHTS. DNA (cytosine-5)-methyltransferase 1 (Homo sapiens), P26358. inhibition (reported as % activation of signal), % at 10 µM. hit rate 0.83% among 360,000. AID 588458, 2011; in the data active = inhibition above about 50%
# LMPTP inh = LMPTP phosphatase inhibitors, primary screen, biochemical, fluorescence intensity, uHTS; inhibition, % at 20 µM; Low molecular weight phosphotyrosine protein phosphatase (Homo sapiens), P24666; hit rate 0.22% among 360,000; recombinant LMPTP-A, OMFP fluorogenic substrate;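 active = compounds that cut the enzyme signal by at least half of the control window in the single-dose screen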;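 note: plate controls were DMSO wells with enzyme plus substrate for no effect and substrate without enzyme for full effect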
#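 Test system: LMPTP-A phosphatase enzyme. Amount: LMPTP-A at 0.625 nM final in the reaction. Reagent: OMFP substrate, 400 µM final. Times: 50 min at room temperature. Signal: endpoint fluorescence intensity from OMFP dephosphorylation. Read-out basis: % inhibition. Benchmarks: no-enzyme and uninhibited controls.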
# TbMetRS inhib = T. brucei MetRS inhibitors, primary screen, biochemical, luminescence; methionyl-tRNA synthetase (Trypanosoma brucei brucei); inhibition, % at 11.9 µM; purified T. brucei MetRS, ATP depletion, Kinase-Glo luminescence; AID 624268, 2012; hit rate 0.4% among 360,000;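 active = inhibition above a per-plate cutoff of the control wells' mean inhibition plus 3 SD, cut at about 5.5% in these data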;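 note: 0% = DMSO wells median and 100% = median of wells with control inhibitor compound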
#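 Material – parasite MetRS enzyme · Medium – HEPES-MgCl2-KCl buffer plus DTT, spermine, BSA, pyrophosphatase · Reagent – ATP, methionine and E. coli bulk tRNA substrates · Times – 15 min enzyme-compound preincubation, 2 h reaction, 10 min detection, 25 °C · Measured by – luminescence of leftover ATP · Evaluation – percent inhibition relative to median high and low control wells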
# NadD inh = inhibitors of S. aureus NadD, primary screen, biochemical, colorimetric, uHTS. purified NadD enzyme, colorimetric absorbance read-out. inhibition, % at 20 µM. hit rate 0.78% among 360,000. Nicotinate-nucleotide adenylyltransferase NadD (Staphylococcus aureus N315); in the data active = inhibition above about 26%; note: some compounds past the cut are filed as inactive
# Scp1 inh = Scp-1 phosphatase inhibitors, primary screen, biochemical, colorimetric, uHTS | Recombinant Scp1, phosphopeptide, malachite green phosphate absorbance | AID 493091, 2011 | Carboxy-terminal domain RNA polymerase II polypeptide A small phosphatase 1 (Homo … | inhibition, % at 20 µM | hit rate 0.88% among 340,000;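 active = inhibition above about 50% at 20 µM, limit read from the data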;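 note: plate controls were DMSO wells with enzyme for no effect and wells lacking enzyme for full effect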
# Target sequence (Q9GZU7 76-261 limits assumed): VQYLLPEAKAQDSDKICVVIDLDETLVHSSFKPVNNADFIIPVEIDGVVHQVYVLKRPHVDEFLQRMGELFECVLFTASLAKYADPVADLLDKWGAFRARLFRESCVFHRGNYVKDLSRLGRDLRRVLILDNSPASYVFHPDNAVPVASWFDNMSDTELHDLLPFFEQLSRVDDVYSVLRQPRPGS
#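 Test system: SCP-1 phosphatase catalytic domain, residues 76-261; measured by: colorimetric phosphate reagent with accelerator and stabiliser, absorbance at 630 nm; timing: enzyme reaction 45 min at room temperature, colour 5 min, stabilisation 30 min; also added: Phosphorylated 17-residue peptide substrate; compound dosing: one concentration, 20 µM, with 1.0% DMSO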
# SUMO1-SIM PPI = modulators of SUMO1 protein-protein interactions, primary screen, biochemical, uHTS; Small ubiquitin-related modifier 1 (Homo sapiens), P63165; SUMO1 binding to a labelled peptide, TR-FRET, 1 h; inhibition, % at 20 µM; hit rate 0.33% among 360,000; in the data active = inhibition above about 37%
# Target sequence (P63165 whole entry, looked up): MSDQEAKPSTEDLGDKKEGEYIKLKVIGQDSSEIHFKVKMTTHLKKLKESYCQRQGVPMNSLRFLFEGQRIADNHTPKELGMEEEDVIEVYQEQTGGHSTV
# STEP block = STEP phosphatase inhibitors, primary screen, biochemical, fluorescence intensity, uHTS. inhibition, % at 20 µM. Tyrosine-protein phosphatase non-receptor type 5 (Homo sapiens), P54829. hit rate 0.25% among 360,000. recombinant STEP, OMFP fluorogenic substrate;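 active = inhibition at 20 µM, scaled per plate between control wells, above about 37%, limit read from the data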;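 note: 0% = DMSO with enzyme and substrate and 100% = substrate only without enzyme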
#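 Material: STEP (striatal-enriched tyrosine phosphatase) enzyme, cell-free | Medium: 50 mM Bis-Tris pH 6.0 with 2.5 mM DTT and 0.005% Tween 20 | Read-out: Percent inhibition scaled to no-enzyme and uninhibited-enzyme controls, plate-pattern corrected | Signal: Fluorescence read at 480 nm ex / 540 nm em | Times: 20 min reaction, room temperature, in the dark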
# * = called active by the depositor; i = inactive; x = no result given. Outcome played no part in choosing rows (roughly 3.6% active in at least one column).
mol	PABP1 MLLE inh	CSN inh	Rpn11 block	DNMT1 block	LMPTP inh	TbMetRS inhib	NadD inh	Scp1 inh	SUMO1-SIM PPI	STEP block
CCOC(=O)C1C(C)=C(Nc2ccc(OC)cc2)C(=O)N1c1ccc(OC)cc1 (stereo not drawn)	1	2	i	8	0.6	-0.1	1	-5	2	0
C/C(CC(=O)Nc1ccc2c(c1)OCCO2)=N\NC(=O)c1ccccc1Cl	3	-3	i	0	0.1	0.3	-2	-2	-1	2
O=C(NC1CCN(Cc2ccccc2)CC1)c1cccc(S(=O)(=O)Nc2cc(C(F)(F)F)ccc2Cl)c1	-2	-2	i	-5	-0.3	-0.8	6	-2	9	1
O=C(c1ccco1)N1CCN(c2nc3ccccc3c(=O)n2-c2ccccc2)CC1	-5	-1	i	0	-0.7	-0.3	3	-8	1	1
O=C(OCCN1C(=O)c2ccccc2C1=O)c1ccc(S(=O)(=O)N2CCCCCC2)cc1	-11	4	i	2	2.2	-1.1	-10	-12	-4	5
CCN(CC)C1CCCCC1NS(=O)(=O)c1ccc(Cl)cc1 (stereo not drawn)	-2	-6	i	2	-0.6	0.6	-4	-7	-2	-1
Cc1cccc(Cn2c(SCC(=O)Nc3ccccc3)nc3c2c(=O)[nH]c(=O)n3C)c1	-2	-1	i	3	0.0	0.3	-2	-12	3	-1
CCOc1cc(C=O)c(Br)cc1OC1CCCC1	-4	2	i	-1	1.6	-0.8	-2	-6	2	3
Cc1cccnc1NC(=O)C1COc2ccccc2O1 (stereo not drawn)	13	8	i	2	-0.5	-0.4	5	-1	2	-4
Cc1ccccc1OCC(=O)OCC(=O)c1cc(C)n(C2CC2)c1C	11	1	i	-6	1.7	-0.3	-5	-14	4	0
CCCCC(=O)Nc1c2c(nn1-c1ccc([N+](=O)[O-])cc1)CS(=O)(=O)C2	8	2	i	0	0.0	-0.6	-7	0	-24	-1
CC(=O)c1c(C)[nH]c(C2=NNC(=NC(C)(C)C)SC2)c1C	13	1	i	-7	0.6	-0.7	-2	-9	-3	1
Cc1ccc(NC(=O)COC(=O)C2CCN(c3ccc(C(F)(F)F)cn3)CC2)cc1	-33	5	i	8	5.7	1.5	5	-4	3	1
COc1cc(C(=O)NC(=S)N(CCc2ccccc2)CCc2ccccc2)cc(OC)c1OC	22	-4	i	0	2.2	0.1	-4	-14	3	4
O=C(NNC(=O)c1ccc(F)cc1F)c1ccc(-n2cnnn2)cc1	-1	2	i	0	0.3	-0.2	5	5	-8	-1
CCN1CCCC1CNCc1ccccc1OCc1ccc(F)cc1 (stereo not drawn)	-7	-1	i	1	-3.0	0.0	-4	-9	-2	3
CC(=O)C[C@@H]1OC[C@H](C)N1S(=O)(=O)c1ccc(C)cc1	x	6	x	x	-0.9	-0.1	x	x	-2	x
Cc1occc1C(=O)N/N=C/C(Br)=C/c1ccccc1	-9	-2	i	2	0.8	-1.0	-4	-5	-16	-2
Cc1cccc(NC(=O)CSc2nnc(Cc3ccccc3)o2)c1	-4	-13	i	1	-0.5	-0.2	7	-3	-3	-2
CN(CC(=O)Nc1cccc(F)c1)C(=O)c1cc(-c2ccccc2)nc2ccccc12	-5	3	i	-3	1.4	-0.2	10	-3	-2	-1
Cc1ncsc1C(=O)Nc1nc2c(s1)CC(C)CC2 (stereo not drawn)	2	3	i	4	1.3	-1.5	-4	2	-1	0
C=CCn1c(SCC(=O)Nc2cc(C)ccc2OC)nnc1-c1ccco1	-5	6	i	5	0.2	-0.7	-3	-7	0	1
CC(C)Oc1cccc(C(=O)N2CCCC2)c1	11	-1	i	-2	-1.8	-0.3	9	-10	1	1
NS(=O)(=O)c1ccc(Sc2ccccn2)c([N+](=O)[O-])c1	7	-6	i	5	-0.1	-0.5	0	-2	-33	0
CCCn1c2ccccc2c2cnn(CC(=O)NCCCN3CCN(c4ccccc4)CC3)c(=O)c21	4	2	i	0	1.7	0.1	-4	-6	6	1
CCn1cc(CNC(=O)CSc2nc(-c3ccc(OC)c(OC)c3)cc(C(F)(F)F)n2)c(C)n1	3	-4	i	0	-0.2	-0.8	2	30	-3	-1
CCCCCC1CCC(c2nnc(SCC(C)=O)o2)CC1 (stereo not drawn)	-9	-1	i	0	-0.1	-0.3	-6	-3	-1	-3
COCOCCn1cc(CN2CCS(=O)(=O)N(Cc3ccc(-c4cccc(CO)c4)cc3)C(C(C)C)C2=O)nn1 (stereo not drawn)	3	6	i	2	-2.2	-1.0	3	x	-1	-1
C=CCN(c1ccccc1C(=O)O)S(=O)(=O)c1ccc(C)cc1	7	-6	i	3	-0.4	-0.3	9	1	2	2
CCOc1ccc(-n2ccnc2SCC(=O)NCc2ccc3c(c2)OCO3)cc1	-16	-1	i	-1	-0.2	1.1	-3	10	6	-4

# Some of the entries so far, as labelled records.
> Cc1ncsc1C(=O)Nc1nc2c(s1)CC(C)CC2 (stereo not drawn)
  PABP1 MLLE inh: 2
  CSN inh: 3
  Rpn11 block: i
  DNMT1 block: 4
  LMPTP inh: 1.3
  TbMetRS inhib: -1.5
  NadD inh: -4
  Scp1 inh: 2
  SUMO1-SIM PPI: -1
  STEP block: 0

> C=CCn1c(SCC(=O)Nc2cc(C)ccc2OC)nnc1-c1ccco1
  PABP1 MLLE inh: -5
  CSN inh: 6
  Rpn11 block: i
  DNMT1 block: 5
  LMPTP inh: 0.2
  TbMetRS inhib: -0.7
  NadD inh: -3
  Scp1 inh: -7
  SUMO1-SIM PPI: 0
  STEP block: 1

> CC(C)Oc1cccc(C(=O)N2CCCC2)c1
  PABP1 MLLE inh: 11
  CSN inh: -1
  Rpn11 block: i
  DNMT1 block: -2
  LMPTP inh: -1.8
  TbMetRS inhib: -0.3
  NadD inh: 9
  Scp1 inh: -10
  SUMO1-SIM PPI: 1
  STEP block: 1

# The main list resumes with the 4 entries that preceded the break.
mol	PABP1 MLLE inh	CSN inh	Rpn11 block	DNMT1 block	LMPTP inh	TbMetRS inhib	NadD inh	Scp1 inh	SUMO1-SIM PPI	STEP block
CCCCCC1CCC(c2nnc(SCC(C)=O)o2)CC1 (stereo not drawn)	-9	-1	i	0	-0.1	-0.3	-6	-3	-1	-3
COCOCCn1cc(CN2CCS(=O)(=O)N(Cc3ccc(-c4cccc(CO)c4)cc3)C(C(C)C)C2=O)nn1 (stereo not drawn)	3	6	i	2	-2.2	-1.0	3	x	-1	-1
C=CCN(c1ccccc1C(=O)O)S(=O)(=O)c1ccc(C)cc1	7	-6	i	3	-0.4	-0.3	9	1	2	2
CCOc1ccc(-n2ccnc2SCC(=O)NCc2ccc3c(c2)OCO3)cc1	-16	-1	i	-1	-0.2	1.1	-3	10	6	-4
CCCN1C(=O)C(Cc2nc3ccccc3c(=O)n2C)c2ccccc21 (stereo not drawn)	-1	-1	i	2	-0.2	0.0	-3	-5	-5	-7
Nc1nc2c(s1)CC(c1ccccc1)CC2 (stereo not drawn)	-54	2	i	-1	22	-0.8	3	-2	0	0
CC(=O)Nc1c2c(nn1-c1cccc(C)c1)CSC2	28	-3	i	0	-0.2	-0.5	8	34	1	-2
O=C(NCc1ccc(F)cc1)c1cc(-c2cccs2)on1	7	-6	i	1	2.2	0.1	-6	-3	-7	18
CCN(CC(=O)Nc1ccccc1C(F)(F)F)C(=O)Cc1ccc2c(c1)CCC2	1	5	i	-3	0.4	0.4	-1	-5	2	1
COc1cc(CN2CCN(c3cccc(C)c3C)CC2)cc(Br)c1O	-11	-6	i	-5	0.3	-0.1	0	-2	-1	0
COC(=O)NC1CSCC1OC(=O)CCN1C(=O)c2ccccc2C1=O (stereo not drawn)	-1	3	i	7	-1.7	0.2	1	-6	-3	0
O=C(Nc1cccc(Cl)c1)c1cc(S(=O)(=O)N2CCOCC2)cs1	-14	-2	i	-2	0.5	-0.1	2	-9	3	-3
COC(=O)CSc1ncnc2c1sc1nc(N3CCOCC3)c3c(c12)CCCC3	7	1	i	-5	2.3	-0.2	1	-10	-44	4
O=c1cc(N2CCc3ccccc32)[nH]c(=O)n1-c1ccccc1Cl	3	-1	i	5	-1.5	-0.6	4	-1	11	2
O=S1(=O)C=C(N2CCOCC2)c2ccccc21	21	-3	i	3	-0.5	0.3	7	-2	-8	1
O=C(Nc1cccc(Cl)c1)Nc1nnc(-c2ccccc2)o1	1	4	i	1	-1.8	0.1	0	-9	-5	0
CCN(C(=O)Cc1c(C(=O)O)n(C)c2ccccc12)c1cc(OC)ccc1OC	-7	-4	i	-1	-0.4	-0.1	3	7	-2	1
CCn1c(SCC(=O)Nc2ccc3c(c2)OCCO3)nnc1-c1ccncc1	11	0	i	1	-1.4	0.3	-8	-5	0	-2
CSc1cccc(NC(=O)CN(c2cccc(C)c2)S(C)(=O)=O)c1	9	-3	i	1	-0.1	-0.6	-4	-7	2	-3
OC(c1cc(-c2ccc(Cl)cc2)nc2ccccc12)C1CCCCN1 (stereo not drawn)	-3	1	i	3	0.7	-0.7	-4	-4	-30	0
O=C1NC2=C(C(=O)CCC2)C(c2cccc([N+](=O)[O-])c2)N1 (stereo not drawn)	-3	-3	i	-1	-1.0	-0.4	-4	-5	-14	-2

# Quoted from the listing.
# `COC(=O)NC1CSCC1OC(=O)CCN1C(=O)c2ccccc2C1=O` (stereo not drawn) in DNMT1 block: 7
# `O=C(NCc1ccc(F)cc1)c1cc(-c2cccs2)on1` in TbMetRS inhib: 0.1
